Compound activity (PubChem)
H9c2 TAG inh – inhibitors of triacylglycerol accumulation; actives 0.66% (n = 230,000); AID 651582; H9c2 cells, Nile Red lipid (TAG) fluorescence; cells loaded with 200 µM oleic acid; inhibition, % at 12.5 µM;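 active = pattern-corrected inhibition of lipid staining of at least 50% with the nuclear-stain viability signal not falling by more than 50%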;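 also: 0% = DMSO wells and 100% = triacsin C control wells; some results filed as inactive read as strong as hits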
H9c2 TAG inh DAPI viability – second read-out of H9c2 TAG inh, no call of its own (marks repeat the call); DAPI nuclei signal change (viability), lower = more cytotoxic, %;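 whole-well DAPI fluorescence read on a plate reader as a viability signal; minus 50 percent equals half of cells still viable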
An asterisk follows results filed as active. This is a subset, so the mix of outcomes need not match the whole.

SMILES | H9c2 TAG inh | H9c2 TAG inh DAPI viability
CC(C)(CO)NC(=S)NCc1ccco1 | -6.4 | -1.1
COc1cccc(-n2c(SCC(=O)Nc3ccc4c(c3)CCC4)nc3ccccc3c2=O)c1 | 25.0 | -18.3
CCCCn1c(/N=C/c2cc(OC)ccc2O)nc2ccccc21 | -11.7 | 3.1
COc1ccc(C(=O)NC2CCN(C(=S)Nc3ccccc3)CC2)cc1 | 10.1 | -10.5
O=c1[nH]c(/C=C\c2cccs2)nc(O)c1[N+](=O)[O-] | -4.3 | -3.0
CC(C)C[C@H](NC(=O)c1[nH]cnc1C(=O)N[C@@H](C)C(=O)OCc1ccccc1)C(=O)OCc1ccccc1 | -5.8 | -7.5
COc1ccc(CC(=O)Nc2ccc3nc(C)sc3c2)cc1OC | -6.3 | 11.7
c1ccc(Oc2ccc(-c3ccnc4ncnn34)cc2)cc1 | 5.9 | 10.3
CCOC(=O)c1c(CN2CCCCC2)oc2ccc(O)cc12 | -5.3 | 7.7
Cc1nc(-c2nc(-c3c(C(=O)NNC(=O)c4ccc(Cl)cc4)noc3C)cs2)cs1 | -0.8 | 5.7
O=C(NCC(c1ccco1)N1CCCC1)c1cccc(NS(=O)(=O)c2ccccc2)c1 (stereo not given) | 6.5 | 4.2
CCOn1c(=O)c(-c2ccc(OC)c(OC)c2)[n+]([O-])c2ccccc21 | -5.5 | 3.5
CC(C)C(=O)Nc1ccc(N2CCN(c3ccc(F)cc3)CC2)cc1 | 0.1 | 14.0
Cc1cc(N2CCC(C)CC2)nc2cccc(O)c12 | 3.5 | -1.6
COc1ccc(CCNC(=O)CSc2nc(O)c(CC(C)C)c(=O)[nH]2)cc1OC | -4.4 | -4.2
Cc1csc(SCC(=O)NC(=O)NC(C)C)n1 | 7.3 | -9.8
COc1ccc(NC(=O)CSC2=NCCN2)cc1 | 11.1 | -8.0
Cc1ccc(C(=O)CC(C(=O)O)n2cncn2)cc1 (stereo not given) | -7.1 | 0.9
C/C=C/C(=O)NCCc1ccc(OC)c(OC)c1 | 3.3 | -13.2
CNCCCCOc1ccc(C(C)(C)C)cc1Cl | -10.9 | 8.1

Pulled by compound from the list above:
SMILES | H9c2 TAG inh | H9c2 TAG inh DAPI viability
Cc1nc(-c2nc(-c3c(C(=O)NNC(=O)c4ccc(Cl)cc4)noc3C)cs2)cs1 | -0.8 | 5.7
Cc1cc(N2CCC(C)CC2)nc2cccc(O)c12 | 3.5 | -1.6
Cc1ccc(C(=O)CC(C(=O)O)n2cncn2)cc1 (stereo not given) | -7.1 | 0.9
COc1ccc(CC(=O)Nc2ccc3nc(C)sc3c2)cc1OC | -6.3 | 11.7
c1ccc(Oc2ccc(-c3ccnc4ncnn34)cc2)cc1 | 5.9 | 10.3

Further results follow:
SMILES | H9c2 TAG inh | H9c2 TAG inh DAPI viability
CC(C(=O)N1c2ccccc2CC1C)N1CCN(S(=O)(=O)c2ccccc2F)CC1 (stereo not given) | -10.8 | 3.3
Cc1ccc(-c2oc3ccccc3c(=O)c2OCC(=O)O)cc1 | 3.4 | -3.3
CC(NC(N)=O)C12CC3CC(CC(C3)C1)C2 (stereo not given) | -14.3 | 16.1
CC(=O)c1c(C)[nH]c(C(=O)Nc2ccc3c(c2)OCCO3)c1C | -17.1 | 2.7
CC(C)C(c1nnnn1Cc1ccc2c(c1)OCO2)N1CCN(c2ccccc2)CC1 (stereo not given) | 34.2 | -7.7
Cc1nnc(-c2cccc(C(F)(F)F)c2)nc1N1CCOCC1 | 15.8 | 4.0
COc1ccc(OC)c(NC(=O)N2CCc3ccccc3C2)c1 | 5.8 | -2.2
CCCCN(C(=O)c1cc2ccccc2o1)c1c(N)n(CCCC)c(=O)[nH]c1=O | 1.0 | -9.0
COc1ccc(OC)c(NC(=O)c2nnn(Cc3ccccc3C)c2N)c1 | -22.1 | -5.0
CC(=O)N(C)c1ccc(OCC(O)Cn2c3ccc(Cl)cc3c3cc(Cl)ccc32)cc1 (stereo not given) | 28.8 | -7.8
COC(=O)CCc1cccc(CCC(=O)OC)c1 | -28.9 | -0.8
CCCCN(C(=O)CSCC(=O)Nc1ccc(OC)cc1)c1c(N)n(Cc2ccccc2)c(=O)[nH]c1=O | -1.5 | 3.5
Cc1cc(NC(=O)C(C)SCC(=O)Nc2ccccc2N2CCCC2)no1 (stereo not given) | -12.4 | 16.1
CCN1C(=O)N(C(C)=O)C2C1N(C(C)=O)C(=O)N2C(C)=O (stereo not given) | 6.2 | -10.8
CC(C)COC(=O)N1CC(O)CC1C(=O)Nc1ccc2c(c1)OCO2 (stereo not given) | 8.8 | -2.2
Nc1nonc1NN=C1CCCCC1 | 0.4 | -3.0
CCOC(=O)C1=CN(Cc2cccc(F)c2)S(=O)(=O)N(CC)C1c1ccc(Br)cc1F (stereo not given) | -15.4 | 1.3
Cc1ccc(Cn2nc(-c3ccccc3)nc2-c2ccccc2)cc1 | -1.4 | 0.7
COc1ccc(S(=O)(=O)N2CCCCC2)cc1Br | -8.6 | -5.3
CCOc1ccccc1NC(=O)Nc1ccccn1 | -2.5 | 12.9

Whole records, looked up by structure:
Results for `CCN1C(=O)N(C(C)=O)C2C1N(C(C)=O)C(=O)N2C(C)=O` (stereo not given) : H9c2 TAG inh: 6.2; H9c2 TAG inh DAPI viability: -10.8
Results for `Cc1nc(-c2nc(-c3c(C(=O)NNC(=O)c4ccc(Cl)cc4)noc3C)cs2)cs1` : H9c2 TAG inh: -0.8; H9c2 TAG inh DAPI viability: 5.7

The results go on:
SMILES | H9c2 TAG inh | H9c2 TAG inh DAPI viability
O=C(CN(Cc1ccccc1F)S(=O)(=O)c1ccc(Cl)cc1)NCCC1=CCCCC1 | 9.1 | -7.8
CCC(C)NC(=O)C1CCN(S(=O)(=O)c2ccc3c(c2)CC(C)N3C(C)=O)CC1 (stereo not given) | -3.6 | 12.7
C/C(=N\Nc1ccccc1)c1cccs1 | 18.5 | -13.2
O=C(C=C1CCN(c2ncc(C(F)(F)F)cc2Cl)CC1)NNC(=O)Nc1ccc(Cl)cc1 | -13.5 | 3.1
COCCn1c(=O)[nH]c2cc(C(=O)NCCc3ccc(S(N)(=O)=O)cc3)ccc2c1=O | -6.8 | 15.7
Cc1cnc(NC(=O)c2ccc3c(c2)C(=O)N(Cc2cccnc2)C3=O)s1 | 2.0 | -3.3
COc1ccc2oc(C(=O)OCC(=O)Nc3ccc(OC)c(S(N)(=O)=O)c3)c(C)c2c1 | -0.7 | -1.8
O=C(COC(=O)/C=C/c1cc(Br)ccc1F)NC1CC1 | 11.9 | -9.1
COc1cccc(CSc2nc(N)cc(N)n2)c1 | -13.0 | 0.9
CCCS(=O)(=O)N1CCCC(C(=O)NCC(OC)OC)C1 (stereo not given) | -3.1 | -7.8
CN(C)/C=C(\C#N)C(=O)N/N=C/c1ccc(Cl)cc1 | 7.0 | 0.4
COC(=O)C1CCN(C(=O)Cc2ccc(OC)c(OC)c2)CC1 | 13.2 | -10.6
C[C@H](CO)N1C[C@H](C)[C@@H](CN(C)Cc2ccncc2)Oc2ncc(Br)cc2C1=O | 11.8 | -6.4
CC(C)(C)c1oc(C(=O)O)cc1CN1CCOCC1 | 3.0 | 2.6
O=C(c1ccc(-c2nnc(Nc3ccccc3)c3ccccc23)cc1)N1C[C@H]2C[C@H](C1)c1cccc(=O)n1C2 | -13.7 | 30.0
Cc1ccc(OCC(=O)N2CCN(c3nnc(-c4ccccc4)c4ccccc34)CC2)cc1 | 4.4 | 6.3
CCC(=O)c1cn(CC(=O)Nc2ccc(F)cc2)c2ccccc12 | -9.4 | 0.0
O=C(COC(=O)c1ccccc1O)Nc1ccc(S(=O)(=O)N2CCCCC2)cc1 | -21.1 | 10.1
Cc1ccc(NC(=O)c2ccc3c(c2)C(=O)N(Cc2cccnc2)C3=O)c(C)c1 | 2.9 | 3.8
COCCNC(=O)c1ccccc1NC(=O)c1ccccc1N(C)S(=O)(=O)c1ccccc1 | -16.4 | 2.4

For convenience, 2 of the compounds above.
SMILES | H9c2 TAG inh | H9c2 TAG inh DAPI viability
O=C(CN(Cc1ccccc1F)S(=O)(=O)c1ccc(Cl)cc1)NCCC1=CCCCC1 | 9.1 | -7.8
CCC(C)NC(=O)C1CCN(S(=O)(=O)c2ccc3c(c2)CC(C)N3C(C)=O)CC1 (stereo not given) | -3.6 | 12.7

(more compounds)
SMILES | H9c2 TAG inh | H9c2 TAG inh DAPI viability
COc1cc([N+](=O)[O-])ccc1NC(=O)NCCCN1CCCC1=O | 2.6 | -1.4
O=C(OCn1nnc2ccccc2c1=O)c1cccs1 | 6.6 | -1.3
CCOc1cc(CNCCc2ccc(S(N)(=O)=O)cc2)ccc1OCC(=O)NC1CCCCC1 | 9.1 | -8.9
Cc1ccc(S(=O)(=O)N2CCN(C(=O)N3CCCCC3)CC2)c(C)c1 | -3.8 | -3.5
C[C@H]1CN([C@@H](C)CO)C(=O)c2cccc(NC(=O)C3CC3)c2O[C@H]1CN(C)Cc1ccncc1 | -0.8 | 7.9
Cc1cc(C)n2nc(SC(C)C(=O)N3CCCC3)nc2n1 (stereo not given) | 5.1 | -10.8
COc1cc(/C=C2\SC(=S)N(CCC(=O)Nc3cccc(O)c3)C2=O)cc(OC)c1OC | 1.1 | -4.4
COc1ccc(S(=O)(=O)N2CCCCC2)cc1NC(=O)CCOc1cc(C)ccc1C | -5.7 | 7.3
Cc1nc2ccccc2nc1CC(O)(c1ccccc1)c1ccccc1 | -26.3 | 7.7
Cc1ccc(NC(=O)CSc2nnc(CNC(=O)c3ccco3)n2C)c(C)c1 | -2.6 | 10.9
O=C(c1cccc(OC2CCN(Cc3cccc(OCCO)c3)CC2)c1)N1CCCC1 | -5.3 | -3.0
CCN(CC)S(=O)(=O)c1ccc(Cl)c(C(=O)Nc2nnc(C)s2)c1 | 12.6 | 0.7
Cc1cc(C(=O)COc2ccc(C#N)cc2)c(C)n1CC1CCCO1 (stereo not given) | -7.4 | 9.3
On1nnc2ccc(C(F)(F)F)cc21 | 6.1 | 0.1
COc1ccc2c(c1)cc(C(=O)O)n2C | 4.2 | -2.1
Cc1ccc(OCCCN2CCOCC2)cc1 | 18.8 | -21.7
Cc1cc(C)cc(C(=O)Nc2ccc(N3CCN(S(C)(=O)=O)CC3)cc2)c1 | -0.2 | 1.5
Cn1cccc1-c1cc(C(=O)O)[nH]n1 | -15.3 | -0.1
O=C(NCc1ccccn1)c1cccc(S(=O)(=O)Nc2ccccc2Cl)c1 | -7.5 | 1.7
COc1ccc(-c2noc(N3CCC(C(=O)Nc4ccc(OC)c(OC)c4)CC3)n2)cc1 | 1.6 | 4.9
Cc1cc(-c2nc3ncccc3o2)ccc1N | -3.2 | 19.3
CCN(CC(=O)Nc1ccc(NC(C)=O)cc1)C(=O)c1cc(CN2C(=O)c3ccccc3C2=O)ccc1OC | 3.5 | -2.6
CN(C(=O)COC(=O)C12CC3CC(CC(Cl)(C3)C1)C2)C1(C#N)CCCCC1 | 4.5 | 11.1
COc1cc(C)nc(N2CCCC(C(=O)Nc3cccc(Cl)c3Cl)C2)n1 (stereo not given) | 16.4 | -23.0
Cc1ccc(NC(=O)CSc2nnc(Cc3csc(C)n3)o2)c(C)c1 | -19.0 | 1.2
COc1ccccc1CNC(=O)C(NC(=O)c1ccc(C)cc1)C(C)C (stereo not given) | 9.3 | -19.0
CCN(c1ccc(NC(=O)COC(=O)CCc2cc(OC)c(OC)c(OC)c2)cc1)C(C)C | -15.3 | -3.4
COc1ncnc2c1ncn2CCCN(C)CCc1ccccn1 | 1.0 | 15.3
CCn1cnc2sc(C(=O)O)c(C)c2c1=O | -12.4 | 5.2
CC(=O)Nc1ccc(NC(=O)C(C)Sc2n[nH]c(-c3ccc(C)cc3)n2)cc1 (stereo not given) | 7.3 | 2.1
COc1ccc(C2CC(=O)Oc3cc(C)c(Cl)c(C)c32)cc1 (stereo not given) | -10.0 | 3.5
CCc1ccc(N2C(=O)C3C(C2=O)N2CCCN2C3c2ccccc2)cc1 (stereo not given) | 4.3 | 5.5
Cc1ccc(C(=O)OCC(=O)Nc2ccc(N(C)C)cc2)cc1NC(=O)c1ccco1 | -15.5 | -0.5
c1ccc(Oc2cccc(NC3=NCCC3)c2)cc1 | 6.3 | 0.2
COc1ccc([C@H]2CC(=O)C=C(c3ccccc3Oc3ccccc3)C2)cc1 | -32.5 | 0.3
CCOC(=O)/C(=N\Nc1cc(Cl)ccc1Cl)N1CC(C)OC(C)C1 (stereo not given) | -5.7 | -0.3
COc1ccc2[nH]c(=O)c(CN(C(=O)C3CCCO3)c3ccc(C)cc3)cc2c1 (stereo not given) | 0.0 | -2.6
O=C(C[C@H]1C[C@@H]2c3cc(NC(=O)Nc4ccccc4)ccc3O[C@@H]2[C@@H](CO)O1)NCC1CC1 | -0.5 | -0.5
O=C(c1ccco1)c1nc2c(n1O)CCCCC2 | 0.2 | -19.3
CN1C(C)(C)CC(=NOC(=O)c2ccccc2)CC1(C)C | 3.8 | 3.6
